NS5 inhibitors: Dengue-2 NS5 methyltransferase inhibitors, primary screen, biochemical, confirmation dose response (AID 588689); Dengue-2 NS5 methyltransferase capping enzyme assay, biochemical; higher % means a stronger effect; inhibition, % at 25 µM; hits with a dose series show IC50 in µM; 340,000 tested, 0.3% active; in the data active means a potency from the dose series; inconclusive means inhibition above about 29% without an active follow-up result
MgcRacGAP inhibition: MgcRacGAP GTPase-activating activity inhibitors, confirmation, biochemical, ADP Hunter fluorescence | MgcRacGAP-stimulated Rac1 GTP hydrolysis, ADP Hunter fluorescence; higher % means a stronger effect; GST-tagged Rac1 F28L mutant substrate | 340,000 tested, 0.6% active | inhibition, % at 30 µM; hits with a dose series show IC50 in µM;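 active means first-screen hits whose inhibition reached a set limit at any dose in the follow-up dose series; inconclusive means inhibition above the set first-screen limit but never retested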;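 further: fluorescence reports GDP produced by GAP-driven GTP hydrolysis; strong numbers were not always called active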
RSV antiviral HEp-2: RSV antiviral activity via CPE protection, HEp-2 cells, primary 10 µM value included (AID 2391) | one-dose CPE inhibition, % at 10 µM; IC50 in µM for titrated hits | 310,000 tested, 0.13% active | HEp-2 cells, RSV-induced CPE inhibition; higher % means a stronger effect; in the data active means a potency from the dose series; inconclusive means CPE inhibition mostly from about 23% at the one dose, without a potency; inactive means the rest, 99 in 100 with CPE inhibition below about 21%; further: strong numbers were not always called active
PhoP inhibition: PhoP-dependent GFP reporter repression – Salmonella Typhimurium, primary screen (AID 1863); S. Typhimurium PhoP-regulated promoter GFP reporter, 4 h; higher % means a stronger effect; inhibition, % at 50 µM, or IC50 in µM where a hit was titrated; 300,000 tested, 0.16% active;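 active means inhibition over 29.93%, a cutoff 3 SD above the screen mean, later confirmed by dose response; inconclusive means inhibition over 29.93% but no dose response follow-up; inactive means inhibition at most 29.93% or unconfirmed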;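 further: 0% = low Mg2+ inducing control and 100% = high Mg2+ repressing control; strong numbers were not always called active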
HIV peptide binding: inhibitors of HIV fusion peptide binding, primary screen, biochemical, uHTS, fluorescence dequenching (AID 1986); cell-free peptide binding, fluorescence dequenching, 30 min; higher % means a stronger effect; inhibition, % at 20 µM; hits with a dose series show IC50 in µM; 290,000 tested, 0.3% active; in the data active means inhibition mostly above about 52%, no sharp cut-off; inactive means mostly below about 76%; further: some results filed as inactive read as strong as hits
UTI89 phage lysis: inhibition of K1F phage lysis, E. coli UTI89, bacterial capsule biogenesis inhibitors, alamar blue (AID 488966). E. coli UTI89 K1F phage lysis, alamar blue, 2 h; higher % means a stronger effect. one-dose inhibition, % at 100 µM; IC50 in µM for titrated hits. 340,000 tested, 0.02% active;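 active means phage lysis inhibition, versus mean bacterial control, above a set limit; inconclusive means no clear call, values can overlap the other calls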;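 further: capsule biogenesis inhibitors block K1F phage lysis so surviving cells raise fluorescence; higher fluorescence means more inhibition of phage lysis; actives were called in the ten point dose series up to 300 µM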
GPR35 antagonists: GPR35 antagonists blocking zaprinast-driven arrestin recruitment, primary screen, imaging, U2OS, beta-arrestin-GFP, zaprinast agonist (AID 2058). 290,000 tested, 0.052% active. inhibition, % at 10 µM, or IC50 in µM where a hit was titrated. U2OS GPR35 beta-arrestin-GFP translocation imaging, zaprinast antagonism; higher % means a stronger effect;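 active means inhibition of at least 50% with at least 30 cells and total cytoplasm GFP at most 10,000,000; inconclusive means under 30 cells or total GFP of 10,000,000 plus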
Large T inhibition: SV40 large T antigen inhibitors, biochemical (AID 1903); SV40 large T antigen ATPase/helicase inhibition assay; higher % means a stronger effect; inhibition, % at 20 µM; hits with a dose series show IC50 in µM; 310,000 tested, 0.39% active; in the data active means a potency from the dose series; inconclusive means inhibition mostly from about 32% at the one dose, without a potency; inactive means the rest, 99 in 100 with inhibition below about 32%; further: strong numbers were not always called active
GPR55 antagonists: GPR55 antagonists blocking LPI-driven arrestin recruitment, primary screen, imaging, U2OS, beta-arrestin-GFP, LPI agonist (AID 2013). U2OS GPR55 beta-arrestin-GFP translocation imaging, LPI antagonism; higher % means a stronger effect. inhibition, % at 10 µM, or IC50 in µM where a hit was titrated. 290,000 tested, 0.13% active;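 active means spots per cell inhibited over 60%, with over 100 cells counted and total cytoplasm intensity under 500,000; inconclusive means wells with under 100 cells, flagged as likely toxic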;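 further: U2OS cells stably carrying GPR55 and arrestin-GFP stimulated by 5 µM LPI near EC80; imaged beta-arrestin-GFP aggregate spots per cell after agonist stimulation; plate controls were LPI-stimulated DMSO wells for no effect and DMSO wells without LPI for full effect; some results filed as inactive read as strong as hits; confirmed hits need IC50 under 10 µM and bright autofluorescent wells are also inconclusive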
NS5 inhibitors pilot replicate: also measured in NS5 inhibitors; calls as there; inhibition, %; measured here: pilot screen replicate inhibition
The depositor's hits bear a star; ? = inconclusive; / = not tested or not shown; [ ] = dose if it differs, or a comment.

SMILES	NS5 inhibitors	MgcRacGAP inhibition	RSV antiviral HEp-2	PhoP inhibition	HIV peptide binding	UTI89 phage lysis	GPR35 antagonists	Large T inhibition	GPR55 antagonists	others
CC(=O)c1cc(C)ccc1OC(=O)c1ccco1	-3%	1%	0.3%	-5%	1.8%	4.6%	1%	2%	26%
Cc1ccc(C(=O)NCCCNc2ccc(C(F)(F)F)cc2[N+](=O)[O-])cc1	-12%	7%	2.2%	9%	4.6%	1.5%	-13%	7%	4%
CCOC(=O)CNC(=O)CCCCCC(=O)NCC(=O)OCC	-1%	1%	1.5%	-5%	24%	0.0%	-5%	8%	-4%
CN(Cc1ccccc1)c1nc2nonc2nc1N1CCCC(CN2CCCC2=O)C1 (centres undefined)	-7%	6%	-0.2%	-5%	-1.3%	0.9%	-4%	18%	14%
CCOCC(=O)N1CCN(Cc2ccc3c(c2)OCO3)CC1	0%	-16%	-0.5%	-4%	-0.5%	-1.3%	4%	10%	4%
CCn1c(COc2ccc(C)cc2)nnc1SCC(=O)C(C)(C)C	/	8%	0.1%	8%	-0.4%	0.3%	19%	-1%	-1%
CC(C)OCCCN1CN(S(=O)(=O)c2cccc(Cl)c2)c2nc3ccccc3nc21	-1%	13%	4.4%	1%	10%	-0.2%	9%	3%	-3%
COc1ccc(NC(=O)CN(c2ccc(OC)c(Cl)c2)S(=O)(=O)c2ccccc2)cc1	-5%	11%	?	-8%	-0.5%	-0.1%	-2%	13%	-1%
CC(C)(C)C(=O)Nc1ccc(-c2nnc3n2CCCCC3)cc1	-6%	0%	1.1%	-2%	-0.9%	0.0%	16%	8%	5%
Cc1cc(F)ccc1NC(=O)c1cc(S(=O)(=O)N2CCOCC2)cn1C	2%	8%	0.9%	/	-2.4%	6.8%	5%	-2%	-3%
N=c1c(C(=O)NCc2ccccc2)cc2c(=O)n3ccccc3nc2n1Cc1ccco1	-2%	6%	1.6%	-6%	-2.2%	3.6%	3%	15%	-16%
Cn1c(=NC(=O)C2CCCCC2)sc2cc([N+](=O)[O-])ccc21	-8%	-9%	44%	-4%	-0.9%	-0.8%	3%	0%	9%
COc1cccc(CNc2ccc3[nH]c(=O)[nH]c3c2)c1OCc1ccccc1F	-1%	?	18%	9%	-2.1%	-1.9%	10%	?	9%
O=C(c1ccc(Cl)cc1)N1CCC(N2CCC(C(=O)N3CCOCC3)CC2)CC1	-4%	8%	-0.7%	-4%	-0.8%	-0.2%	3%	3%	19%
O=C(Nc1nnc(C2=COCCO2)o1)c1cccc(C(F)(F)F)c1	-2%	4%	0.1%	-8%	4.9%	-0.5%[50 µM]	4%	15%	12%
CCN1CCN(S(=O)(=O)c2ccc(Cl)c(C(=O)Nc3ccccc3N3CCCCC3)c2)CC1	-4%	2%	-2.2%	3%	/	0.3%[50 µM]	/	15%	/
CC1CCN(C(=O)c2ccc(NC(=O)C3CCCO3)cc2)CC1 (centres undefined)	-6%	6%	1.6%	13%	-1.3%	0.5%	-15%	13%	6%
COc1ccc2oc(=O)c(C(=O)NC3CCCCCC3)cc2c1	-17%	-9%	3.6%	0%	-1.0%	-0.2%	14%	12%	-10%
CCOC(=O)c1ccc(NC(=O)CC2SCCNC2=O)cc1 (centres undefined)	-1%	-6%	1.0%	-2%	-2.6%	-0.5%	0%	18%	6%
CCOC(=O)COc1cccc2c(=O)n(CC(=O)N3CCCCC3)ccc12	-9%	-6%	-0.2%	0%	-1.6%	-0.1%	-3%	1%	4%
COc1cc(/C=C2\SC(N)=NC2=O)cc(OC)c1	-3%	11%	2.0%	-2%	3.1%	0.1%	10%	10%	8%	NS5 inhibitors pilot replicate=-4.9
CC(=O)Nc1n[nH]c(S(=O)(=O)Cc2ccc(Cl)cc2Cl)n1	0%	12%	1.7%	/	2.7%	-0.1%	-4%	/	9%
CCOc1cccc2sc(N3CCN(C(=O)c4ccc5ncsc5c4)CC3)nc12	1%	1%	3.5%	-4%	/	1.8%[50 µM]	/	7%	/
O=C(NC1CCCCC1)N(Cc1cc2cc3c(cc2[nH]c1=O)OCCO3)C1CCCCC1	4%	1%	-1.1%	28%	-1.0%	3.9%	6%	-24%	-2%
COc1ccc(S(=O)(=O)N(C)C)cc1NCC(=O)Nc1cccc(C#N)c1	-6%	7%	0.4%	4%	-1.3%	-2.5%	-11%	7%	-4%

The results go on:
SMILES	NS5 inhibitors	MgcRacGAP inhibition	RSV antiviral HEp-2	PhoP inhibition	HIV peptide binding	UTI89 phage lysis	GPR35 antagonists	Large T inhibition	GPR55 antagonists	others
CN(C)S(=O)(=O)c1cccc(NC(=S)N2CCCCC2CO)c1 (centres undefined)	-1%	2%	1.2%	-3%	0.0%	-0.2%	2%	0%	0%
COc1ccc(/C=N/NC(=O)c2ccoc2C)cc1COc1ccc(Cl)cc1	-10%	9%	?	-9%	2.4%	2.8%	1%	9%	4%
COc1ccc2[nH]c(=O)c(CN(C(=O)c3ccco3)C(C)C)cc2c1	10%	-2%	4.4%	/	-2.2%	0.1%	-10%	?	-4%
COC(=O)c1ccccc1NC(=S)NC(=O)COc1ccc(C(C)C)cc1	-2%	5%	4.0%	-5%	0.8%	-4.1%	-8%	8%	3%
CSc1ccccc1C(=O)NCCOc1ccccc1C	-2%	1%	0.5%	-9%	-1.8%	0.3%	13%	0%	8%
O=C(NN1CCN(Cc2ccccc2)CC1)c1ccc(Cl)cc1	-8%	2%	11%	8%	0.7%	0.3%	-13%	8%	-1%
COc1ccc(COC(=O)C2=C(C)NC(=O)NC2c2cc(OC)ccc2OC)cc1 (centres undefined)	-10%	7%	-0.3%	3%	1.5%	1.9%	20%	6%	7%
CCN1C(=O)N[C@@H](c2cccc(C(F)(F)F)c2)[C@H](C(C)=O)[C@H]1C	-6%	6%	0.2%	/	/	0.6%	/	4%	/
CCN(CC)CCNC(=O)c1ccc(NC(=O)C2CC(=O)N(c3ccc4c(c3)OCCO4)C2)cc1 (centres undefined)	4%	-1%	1.4%	-4%	/	-1.7%	/	17%	/
CCN(CC)C(=O)CSc1nc(-c2ccc(C)cc2)nc2c1COC(C)(C)C2	-9%	4%	3.1%	-6%	9.3%	-0.5%	5%	3%	-2%	NS5 inhibitors pilot replicate=-1.5
CCc1nnc(NC(=O)CCN2C(=O)c3ccccc3C2=O)s1	-5%	8%	0.8%	6%	-3.7%	0.7%	1%	6%	13%	NS5 inhibitors pilot replicate=2.1
COC(=O)C(C)(C(=O)OC)c1ccc([N+](=O)[O-])cn1	3%	5%	0.4%	12%	-2.5%	0.6%	25%	19%	9%
CN1N=C2c3ccccc3CCC2C1c1ccc(C(F)(F)F)cc1 (centres undefined)	/	/	/	-2%	-0.4%	/	8%	12%	3%
CS(=O)(=O)n1nc(-c2ccco2)nc1N	1%	-6%	1.5%	-1%	-1.4%	1.1%	9%	-4%	-7%
Cc1nc(CCNC(=O)C2CCC(=O)N(Cc3cccc(F)c3)C2)sc1C (centres undefined)	-6%	9%	/	0%	1.2%	0.0%	4%	14%	14%
Cc1ccc(S(=O)(=O)N2CCOCC2)cc1C(=O)NCc1cn2ccsc2n1	-5%	-2%	0.3%	-7%	-2.1%	-0.1%	-2%	7%	-10%
Cc1ccc(N2C(=O)N(CC(=O)Nc3ccc(C)c(C)c3)C(=O)C2C)cc1 (centres undefined)	-12%	3%	?	5%	/	-0.3%[50 µM]	/	-7%	/
CC(C)OC(=O)CN1C(=O)S/C(=C/c2ccc(N3CCCCC3)o2)C1=O	?	19%	-0.8%	-9%	8.5%	0.1%[50 µM]	14%	19%	19%
O=C(Nc1ccccc1)N1CCN(c2ccc(F)cc2)CC1	-3%	4%	1.4%	-3%	-2.1%	2.7%	-3%	5%	3%
CCOc1cccc2c1OC1(C)CC2NC(=O)N1c1ccc(OC)cc1 (centres undefined)	5%	0%	0.7%	5%	-0.5%	0.1%	4%	11%	14%
O=C(Nc1nnc(C2CC2)s1)C1Cc2ccccc2CN1S(=O)(=O)c1cccs1 (centres undefined)	/	-8%	14%	3%	1.8%	1.0%	10%	17%	-3%
Cc1cccc(NC(=O)Nc2cccc(C#N)c2)n1	-4%	1%	35%	-7%	1.2%	-0.8%	-12%	10%	3%
Cc1ccc(NC(=O)c2oc3ccccc3c2C)c([N+](=O)[O-])c1	6%	8%	14%	-9%	4.1%	4.2%	-10%	24%	16%
COc1ccccc1OCc1nnc(SCC(=O)NCc2ccco2)n1Cc1ccco1	-11%	19%	-0.1%	0%	13%	1.4%	-2%	11%	-2%
Cc1cccc(-n2c(-c3ccco3)n[nH]c2=S)c1	0%	14%	3.1%	1%	-0.9%	8.6%	2%	8%	3%

(more compounds)
SMILES	NS5 inhibitors	MgcRacGAP inhibition	RSV antiviral HEp-2	PhoP inhibition	HIV peptide binding	UTI89 phage lysis	GPR35 antagonists	Large T inhibition	GPR55 antagonists	others
Clc1ccc2nc(SCc3nnc(-c4ccccc4)o3)[nH]c2c1	-9%	4%	11%	-8%	16%	-0.4%	-3%	7%	12%	NS5 inhibitors pilot replicate=-0.2
CCC1=C(OC(=O)N(CC)CC)N2C(=O)OC(=NCc3ccccc3)[C@]2(C)[C@H]2C1=CC[C@H]1C(=O)NC(=O)[C@H]12	-6%	3%	0.3%	-6%	0.8%	-0.8%	-8%	2%	4%
COc1ccccc1C1NC(=O)NC(C)=C1C(=O)OC1CCC(C)CC1 (centres undefined)	/	15%	8.9%	-4%	0.9%	1.9%	-5%	21%	-4%
COc1ccc(CCNC(=O)C2(C)CCC(=O)N2Cc2ccc3c(c2)OCO3)cc1OC (centres undefined)	-8%	6%	1.2%	7%	-0.1%	-1.5%	-4%	-8%	3%
O=C(CSc1nc2scc(-c3ccco3)c2c(=O)n1-c1ccccc1)NCC1CCCO1 (centres undefined)	29%	28%	3.1%	7%	25%	0.1%	-9%	19%	21%	NS5 inhibitors pilot replicate=-1.8
CC(C)(C)NC(=O)Cn1nnc(-c2ccccc2NC(=O)c2ccco2)n1	-8%	2%	2.9%	5%	/	4.3%	/	10%	/
CCOc1ccc(C(=O)NNC(=O)CCNC(=O)c2ccco2)cc1OC	-6%	5%	-1.1%	-6%	/	1.4%[50 µM]	/	18%	/

Source: PubChem BioAssay (several laboratories)
